FXN GAA850 act: frataxin GAA850 promoter activation | activation, % at 6 µM | HEK293 lucGAA850 FXN promoter luciferase reporter, 24 h; percent of 10 µM SAHA response | 0.56% of 360,000 active;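 active = activation above the average of all compounds screened plus 3 SD, cutoff fixed separately per campaign, cut at about 7.5% in these data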;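 also: 0% = DMSO wells and 100% = 10 µM SAHA wells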
ssDAF-12 act: S. stercoralis DAF-12 activation, primary screen; HEK293 ssDAF-12/GRIP1 lit1-tk-luc reporter, luminescence; % of 3 µM dafachronic acid response; activation, % at 6.8 µM; 1% of 370,000 active; AID 652126;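 active = activation above the mean over all tested compounds plus 3 SD, cut at about 0.9% in these data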;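 also: 0% = DMSO-only wells and 100% = 3 µM delta7-dafachronic acid wells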
hgDAF-12 ag: activates the H. glycines DAF-12 receptor ligand-binding domain; AID 687014; HEK293 GAL4-hgDAF12 UAS-luciferase reporter, agonist luminescence; normalized to butyrate control; activation, % at 6.8 µM; 1.8% of 370,000 active;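 active = activation above a cutoff set at the mean of all screened compounds plus 3 SD, cut at about 10% in these data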;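 also: 0% = DMSO wells and 100% = sodium butyrate wells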
DAX1 inh-1: inhibitors of DAX1 repression of SF-1 activated StAR promoter | inhibition, % at 6.8 µM | 1.1% of 370,000 active | HEK293T StAR-luciferase reporter, SF-1/DAX-1 repression relief | AID 652010;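 active = inhibition above the mean over all tested compounds plus 3 SD, cut at about 3.6% in these data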;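 also: 0% = DAX-1 cells with DMSO and 100% = cells lacking DAX-1 with DMSO; higher inhibition means more luminescence from relief of DAX-1 repression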
PG9 Ab binder: small molecules binding HIV-1 gp120 antibody PG9 | TR-FRET gp120-PG9 antibody binding | inhibition, % at 6.7 µM | 0.43% of 360,000 active | AID 624416; in the data active = inhibition above about 8.5%
ADAM17 inh: inhibits human ADAM17; P78536; inhibition, % at 6.95 µM; AID 720648; 0.83% of 370,000 active; recombinant ADAM17, EDANS/DABCYL FRET peptide cleavage;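 active = inhibition above the mean of compounds lying between control limits plus 3 SD, set per campaign, cut at about 8.5% in these data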;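 also: 0% = DMSO-only wells as the low control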
SMARCA2 act: increases SMARCA2 function in MMTV reporter cells; MG213 cells, MMTV-luciferase reporter, dexamethasone, overnight; AID 652017; 1% of 370,000 active; activation, % at 9.1 µM; in the data active = activation above about 7.8%;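 also: 0% = vehicle wells and 100% = reference activator wells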
DAX1 inh-2: inhibits human nuclear receptor DAX1; P51843; 0.99% of 340,000 active; inhibition, % at 6.75 µM; AID 504766; HEK293 Gal4-DAX1 luciferase reporter, luminescence;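 active = inhibition above the mean over all tested compounds plus 3 SD, cut at about 4.2% in these data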;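 also: 0% = DAX1-transfected cells with DMSO and 100% = empty-vector control cells with DMSO; inhibition shows as a rise in luminescence from relieved DAX1 repression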
Target sequence (P51843 207-470 limits assumed): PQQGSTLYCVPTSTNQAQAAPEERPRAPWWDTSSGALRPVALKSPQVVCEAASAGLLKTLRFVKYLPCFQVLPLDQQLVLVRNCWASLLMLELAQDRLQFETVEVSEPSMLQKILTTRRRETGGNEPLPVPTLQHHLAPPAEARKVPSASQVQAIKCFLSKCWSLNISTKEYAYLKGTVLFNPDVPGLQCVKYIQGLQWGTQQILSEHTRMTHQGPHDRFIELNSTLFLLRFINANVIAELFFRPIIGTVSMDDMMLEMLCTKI
GC-A act: GC-A (human) enzyme activation | P16066 | HEK293 GC-A cells, cGMP TR-FRET, EC30 ANP; 0% at EC30 ANP, 100% saturating ANP | activation, % at 10 µM | 0.14% of 370,000 active | AID 1671463; in the data active = activation above about 40%
ADAM10 inh: inhibitors of human ADAM10; recombinant ADAM10, EDANS/DABCYL FRET peptide cleavage, 3 h; 0.62% of 370,000 active; inhibition, % at 7 µM;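 active = inhibition above a per-campaign cutoff equal to the mean of compounds falling between control-based bounds plus 3 SD, cut at about 20% in these data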;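 also: 0% = DMSO wells while the 100% control is not disclosed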
Target sequence (O14672 214-748 limits assumed): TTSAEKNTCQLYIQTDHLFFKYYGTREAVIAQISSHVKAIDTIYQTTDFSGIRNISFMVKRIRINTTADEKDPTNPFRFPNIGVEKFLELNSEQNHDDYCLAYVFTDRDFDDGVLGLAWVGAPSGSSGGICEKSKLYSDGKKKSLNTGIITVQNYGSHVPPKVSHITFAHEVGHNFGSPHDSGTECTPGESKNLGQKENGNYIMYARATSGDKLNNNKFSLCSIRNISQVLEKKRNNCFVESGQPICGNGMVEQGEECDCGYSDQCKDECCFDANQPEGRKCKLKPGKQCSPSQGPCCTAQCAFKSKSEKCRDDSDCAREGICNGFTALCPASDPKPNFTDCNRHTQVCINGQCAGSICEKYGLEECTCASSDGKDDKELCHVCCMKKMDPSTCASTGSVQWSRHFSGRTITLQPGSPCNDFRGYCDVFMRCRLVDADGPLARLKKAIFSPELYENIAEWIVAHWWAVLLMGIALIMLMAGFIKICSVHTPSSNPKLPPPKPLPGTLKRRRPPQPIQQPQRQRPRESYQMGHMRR
hcDAF-12 act: activates DAF-12 receptor from parasite H. contortus | HEK293 hcDAF-12 lit1-tk-luc reporter, luminescence; 0% DMSO, 100% Δ7-dafachronic acid | activation, % at 6.8 µM | 1.4% of 370,000 active | AID 652067;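 active = activation above the mean of all tested compounds plus 3 SD, cut at about 5.5% in these data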;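 also: 100% = response to 3 µM Δ7-dafachronic acid high control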
Active calls of the source: *.

For CC1CCN(C(=O)CN(c2ccc(Oc3ccccc3)cc2)S(C)(=O)=O)CC1 the results were FXN GAA850 act 0.3, ssDAF-12 act -1.8, hgDAF-12 ag -5.4, DAX1 inh-1 -1.2, PG9 Ab binder 0.1, ADAM17 inh 3.2, SMARCA2 act -1.0, DAX1 inh-2 -1.7, GC-A act 0.8, ADAM10 inh 2.5 and hcDAF-12 act -2.2.
For Cc1cc(NC(=O)CN2CCCCC2)no1 the results were FXN GAA850 act 1.2, ssDAF-12 act -0.5, hgDAF-12 ag 13.8*, DAX1 inh-1 -0.1, PG9 Ab binder -1.9, ADAM17 inh -6.7, SMARCA2 act 4.0, DAX1 inh-2 0.9, GC-A act 0.4, ADAM10 inh 1.5 and hcDAF-12 act -0.6.
COc1cc(C(C#N)N2CCOCC2)ccc1O (stereo not given) was read as FXN GAA850 act -2.3, ssDAF-12 act -1.2, hgDAF-12 ag 1.9, DAX1 inh-1 -0.7, PG9 Ab binder 1.9, ADAM17 inh 1.4, SMARCA2 act 3.4, DAX1 inh-2 0.2, GC-A act -1.3, ADAM10 inh -10.3 and hcDAF-12 act -0.9.
`CCOC(=O)Cc1csc(NC(=O)/C=C/c2ccc(Cl)cc2)n1` gave FXN GAA850 act 0.6, ssDAF-12 act -2.7, hgDAF-12 ag -3.4, DAX1 inh-1 -2.5, PG9 Ab binder -0.7, ADAM17 inh -19.7, SMARCA2 act -4.6, DAX1 inh-2 -2.9, GC-A act 3.8, ADAM10 inh -32.1 and hcDAF-12 act -3.3.
`COc1cccc(C2C(C#N)=C(N)N(N(C)C)C3=C2C(=O)CC(C)(C)C3)c1OC` (stereo not given) gave FXN GAA850 act -0.5, ssDAF-12 act -1.1, hgDAF-12 ag -0.9, DAX1 inh-1 0.2, PG9 Ab binder -1.3, ADAM17 inh -1.8, SMARCA2 act -0.5, DAX1 inh-2 2.5, GC-A act 5.7, ADAM10 inh -2.4 and hcDAF-12 act 0.3.
`Cc1ccc(N2CC(C(=O)OCC(=O)Nc3ccc(Cl)cc3)CC2=O)cc1` (stereo not given) gave FXN GAA850 act 1.2, ssDAF-12 act -1.6, hgDAF-12 ag -0.1, DAX1 inh-1 -1.8, PG9 Ab binder 1.0, ADAM17 inh -0.3, SMARCA2 act -4.1, DAX1 inh-2 0.8, GC-A act -0.2, ADAM10 inh 1.6 and hcDAF-12 act -0.8.
Screening CC(=O)COc1ccc2oc(=O)cc(-c3cc4ccccc4o3)c2c1 returned FXN GAA850 act 1.3, ssDAF-12 act -0.9, hgDAF-12 ag -1.2, DAX1 inh-1 -3.2, PG9 Ab binder 0.0, ADAM17 inh -10.2, SMARCA2 act -2.9, DAX1 inh-2 0.4, GC-A act 3.2, ADAM10 inh -41.4 and hcDAF-12 act -2.0.
CCCCn1c(=O)c(CCC(=O)OCC(=O)NCc2ccc(OC)c(OC)c2)nc2ccccc21 was read as FXN GAA850 act -1.3, ssDAF-12 act -1.3, hgDAF-12 ag 4.2, DAX1 inh-1 -0.1, PG9 Ab binder 1.2, ADAM17 inh -3.9, SMARCA2 act -0.1, DAX1 inh-2 -0.8, GC-A act 8.4, ADAM10 inh -14.8 and hcDAF-12 act -0.5.
Cc1ccc(NC(=O)c2ncn(CC(=O)NCc3ccc4c(c3)OCO4)n2)cc1C was read as FXN GAA850 act 4.2, ssDAF-12 act -0.8, hgDAF-12 ag 1.5, DAX1 inh-1 1.9, PG9 Ab binder -1.4, ADAM17 inh -1.5, SMARCA2 act -0.5, DAX1 inh-2 1.2, GC-A act -1.5, ADAM10 inh 3.8 and hcDAF-12 act 0.2.
`O=C(CN1C(=O)NC2(CCCCC2)C1=O)Nc1ccccc1N1CCCC1` gave FXN GAA850 act 3.1, ssDAF-12 act -1.0, hgDAF-12 ag 2.2, DAX1 inh-1 1.6, PG9 Ab binder -7.3, ADAM17 inh -3.3, SMARCA2 act -0.9, DAX1 inh-2 -0.1, GC-A act -0.7, ADAM10 inh 7.9 and hcDAF-12 act -0.8.
`O=C(NC1CCCC1)C1CCN(c2nccs2)CC1` gave FXN GAA850 act 0.4, ssDAF-12 act -1.2, hgDAF-12 ag -1.3, DAX1 inh-1 -0.7, PG9 Ab binder 1.8, ADAM17 inh -5.0, SMARCA2 act 0.1, DAX1 inh-2 -0.1, GC-A act 2.2, ADAM10 inh -0.5 and hcDAF-12 act -0.8.
Cc1ccc(Cn2c(O)c(N=O)c3ccccc32)cc1 was read as FXN GAA850 act -0.1, ssDAF-12 act -1.5, hgDAF-12 ag -5.7, DAX1 inh-1 0.1, PG9 Ab binder -0.2, ADAM17 inh -0.8, SMARCA2 act -0.8, DAX1 inh-2 -0.1, GC-A act 0.7, ADAM10 inh 11.2 and hcDAF-12 act -0.7.
COc1ccc(Cl)cc1C(=O)NCC(=O)OCc1ccccc1 was read as FXN GAA850 act -1.7, ssDAF-12 act -0.7, hgDAF-12 ag 2.7, DAX1 inh-1 0.4, PG9 Ab binder 0.0, ADAM17 inh -8.2, SMARCA2 act 0.0, DAX1 inh-2 -1.5, GC-A act -2.2, ADAM10 inh -3.6 and hcDAF-12 act -0.8.
CCN(CC)CCNC(=O)C1c2cc(OC)c(OC)cc2C(=O)N2CCc3ccccc3C12 (stereo not given) was read as FXN GAA850 act -0.5, ssDAF-12 act -0.9, hgDAF-12 ag 3.2, DAX1 inh-1 1.6, PG9 Ab binder 2.2, ADAM17 inh 0.8, SMARCA2 act -2.4, DAX1 inh-2 0.2, GC-A act 6.7, ADAM10 inh 2.0 and hcDAF-12 act 0.5.
`COc1ccc2cc3cc(C(=O)Nc4ccccc4N4CCN(C)CC4)oc3nc2c1` gave FXN GAA850 act -6.5, ssDAF-12 act -1.1, hgDAF-12 ag -1.4, DAX1 inh-1 -0.6, PG9 Ab binder 1.1, ADAM17 inh 2.2, SMARCA2 act -1.9, DAX1 inh-2 -0.5, GC-A act 0.4, ADAM10 inh 0.5 and hcDAF-12 act 0.8.
For COC(=O)c1cc(NS(=O)(=O)c2ccc(NCc3cccnc3)c(N)c2)cc(C(=O)OC)c1 the results were FXN GAA850 act 0.0, ssDAF-12 act -1.8, hgDAF-12 ag -5.0, DAX1 inh-1 -0.6, PG9 Ab binder -2.9, ADAM17 inh 0.8, SMARCA2 act -2.1, DAX1 inh-2 1.4, GC-A act -4.7, ADAM10 inh -6.9 and hcDAF-12 act 0.8.
Screening CC(Sc1nnc(C2CC2)n1C)C(=O)Nc1ccc2c(c1)CCC2 (stereo not given) returned FXN GAA850 act 2.7, ssDAF-12 act -1.0, hgDAF-12 ag -0.1, DAX1 inh-1 -0.3, PG9 Ab binder -1.5, ADAM17 inh 0.0, SMARCA2 act 4.4, DAX1 inh-2 1.1, GC-A act 1.2, ADAM10 inh 4.6 and hcDAF-12 act -1.7.
For NC(=O)COC(=O)c1cc(Cl)cc(Cl)c1N the results were FXN GAA850 act 3.1, ssDAF-12 act -3.2, hgDAF-12 ag -7.8, DAX1 inh-1 -0.2, PG9 Ab binder 0.3, ADAM17 inh inactive, SMARCA2 act -10.0, DAX1 inh-2 0.4, GC-A act 3.0, ADAM10 inh inactive and hcDAF-12 act -5.6.
Screening CC1=C(C(=O)OC(C)C)C(c2ccc(Br)s2)NC(=O)N1 (stereo not given) returned FXN GAA850 act 0.5, ssDAF-12 act -1.8, hgDAF-12 ag 0.2, DAX1 inh-1 0.4, PG9 Ab binder 0.0, ADAM17 inh -1.1, SMARCA2 act 0.1, DAX1 inh-2 0.0, GC-A act -17.8, ADAM10 inh -0.8 and hcDAF-12 act -3.0.
C=C(C)CNC(=S)NNC(=O)c1ccco1 was read as FXN GAA850 act 0.1, ssDAF-12 act -1.2, hgDAF-12 ag 1.3, DAX1 inh-1 -0.1, PG9 Ab binder 0.0, ADAM17 inh 1.5, SMARCA2 act -1.7, DAX1 inh-2 0.9, GC-A act 0.8, ADAM10 inh 0.7 and hcDAF-12 act -0.6.
For COc1ccccc1-c1nnc(SCC(=O)Nc2c(Cl)cccc2Cl)o1 the results were FXN GAA850 act -1.4, ssDAF-12 act -0.8, hgDAF-12 ag 2.4, DAX1 inh-1 -0.3, PG9 Ab binder -0.9, ADAM17 inh -0.4, SMARCA2 act -2.5, DAX1 inh-2 -0.3, GC-A act -3.4, ADAM10 inh 3.0 and hcDAF-12 act 1.9.
`COc1cccc(C(c2nnnn2CCc2ccccc2)N2CCN(c3ccccc3)CC2)c1OC` (stereo not given) gave FXN GAA850 act -1.9, ssDAF-12 act -1.4, hgDAF-12 ag -1.4, DAX1 inh-1 -0.5, PG9 Ab binder 0.9, ADAM17 inh 3.3, SMARCA2 act -5.6, DAX1 inh-2 -1.0, GC-A act 1.9, ADAM10 inh 12.5 and hcDAF-12 act -1.9.
`Cc1cccc(OCC(=O)Nc2ccc3c(c2)OCO3)c1C` gave FXN GAA850 act -1.8, ssDAF-12 act -0.7, hgDAF-12 ag 2.1, DAX1 inh-1 0.5, PG9 Ab binder 1.1, ADAM17 inh -2.2, SMARCA2 act -3.9, DAX1 inh-2 0.5, GC-A act -0.3, ADAM10 inh -2.0 and hcDAF-12 act -1.1.
Screening CN(Cc1cccs1)C(=O)CNC(=O)c1ccco1 returned FXN GAA850 act 0.5, ssDAF-12 act -0.4, hgDAF-12 ag 1.5, DAX1 inh-1 3.5, PG9 Ab binder 2.3, ADAM17 inh -4.4, SMARCA2 act -1.8, DAX1 inh-2 0.9, GC-A act -1.0, ADAM10 inh -7.4 and hcDAF-12 act 3.9.
For COc1cc2c(cc1N/C=C(\C#N)c1nc(-c3ccc(F)cc3)cs1)oc1ccccc12 the results were FXN GAA850 act 1.8, ssDAF-12 act -1.7, hgDAF-12 ag -0.4, DAX1 inh-1 -0.2, PG9 Ab binder 0.9, ADAM17 inh -4.1, SMARCA2 act -1.9, DAX1 inh-2 0.1, GC-A act -7.0, ADAM10 inh -8.5 and hcDAF-12 act -0.7.
Screening CC(=C/c1ccco1)/C=N/N1CCN(c2ccccc2)CC1 returned FXN GAA850 act 2.7, ssDAF-12 act -0.9, hgDAF-12 ag 6.8, DAX1 inh-1 2.0, PG9 Ab binder -0.2, ADAM17 inh 1.8, SMARCA2 act 3.8, DAX1 inh-2 1.1, GC-A act 6.6, ADAM10 inh -0.8 and hcDAF-12 act 1.1.
O=C(NC1CCCCC1)c1ccc(-n2cncn2)c([N+](=O)[O-])c1 was read as FXN GAA850 act -1.1, ssDAF-12 act -0.7, hgDAF-12 ag -0.4, DAX1 inh-1 -0.2, PG9 Ab binder -0.3, ADAM17 inh -2.8, SMARCA2 act -1.5, DAX1 inh-2 0.1, GC-A act -3.8, ADAM10 inh -4.8 and hcDAF-12 act -0.5.
CC1(C)CC(=O)C=C(Nc2cccc(Cl)c2Cl)C1 was read as FXN GAA850 act 1.0, ssDAF-12 act -1.4, hgDAF-12 ag 0.7, DAX1 inh-1 0.9, PG9 Ab binder -1.2, ADAM17 inh -1.2, SMARCA2 act -0.8, DAX1 inh-2 -0.4, GC-A act -1.5, ADAM10 inh -2.3 and hcDAF-12 act 0.2.
